# LYPLA2 inh = LYPLA2 inhibitors, primary screen, counter-screen for PME1 inhibitor project, biochemical, fluorescence polarization, FP-Rh probe ABPP; Acyl-protein thioesterase 2 (Homo sapiens), O95372; recombinant LYPLA2; inhibition, % at 5.9 µM; actives 0.38% (n = 320,000);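 active means inhibition above the screen-wide mean plus 3 SD, limit set per campaign, cut at about 26% in these data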;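 further: 0% = LYPLA2 with DMSO and 100% = wells lacking LYPLA2 enzyme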
# Target sequence (O95372 whole entry, looked up): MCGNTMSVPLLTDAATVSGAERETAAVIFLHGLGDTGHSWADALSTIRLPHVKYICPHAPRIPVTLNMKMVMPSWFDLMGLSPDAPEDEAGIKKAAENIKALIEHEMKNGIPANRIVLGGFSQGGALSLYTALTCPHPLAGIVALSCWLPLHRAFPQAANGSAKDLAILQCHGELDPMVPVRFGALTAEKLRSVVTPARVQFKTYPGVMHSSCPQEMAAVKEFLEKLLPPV
# PREPL inh = PREPL enzyme inhibitors, primary screen, biochemical, fluorescence polarization; Prolyl endopeptidase-like (Homo sapiens), Q4J6C6; recombinant PREPL, fluorescence polarization activity-based probe; inhibition, % at 5.96 µM; actives 0.68% (n = 320,000); in the data active means inhibition above about 43%;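 further: 0% = enzyme with DMSO and 100% = wells lacking enzyme; many of its hits are not listed in these tables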
# PAFAH1B2 inh = PAFAH1B2 enzyme inhibitors, primary screen, biochemical, fluorescence polarization, human | inhibition, % at 3.39 µM | actives 1.2% (n = 340,000) | Platelet-activating factor acetylhydrolase IB subunit alpha2 (Homo sapiens), P68402 | recombinant PAFAH1B2, FP-rhodamine activity probe | AID 492953, 2010;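 active means inhibition above the mean of all tested compounds plus 3 SD, cut at about 24% in these data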;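 further: 0% = enzyme with DMSO and 100% = wells lacking PAFAH1B2; many of its hits are not listed in these tables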
# Target sequence (P68402 whole entry, looked up): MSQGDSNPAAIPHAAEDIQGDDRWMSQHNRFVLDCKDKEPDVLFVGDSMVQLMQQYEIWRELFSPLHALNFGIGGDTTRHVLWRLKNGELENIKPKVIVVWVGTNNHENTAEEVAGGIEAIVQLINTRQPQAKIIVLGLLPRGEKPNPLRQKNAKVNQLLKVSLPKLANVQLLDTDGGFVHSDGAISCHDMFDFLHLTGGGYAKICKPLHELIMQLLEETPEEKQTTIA
# PAFAH2 FP inh = PAFAH2 enzyme inhibitors, primary screen, biochemical, fluorescence polarization, human. Platelet-activating factor acetylhydrolase 2, cytoplasmic (Homo sapiens), Q99487. recombinant PAFAH2, FP-rhodamine activity probe. inhibition, % at 3.39 µM. actives 0.99% (n = 340,000). AID 492956, 2010;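 active means inhibition above the mean over all tested compounds plus 3 SD, cut at about 30% in these data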;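 further: inhibitors block probe labeling of enzyme so polarization drops; 0% = enzyme with DMSO and 100% = wells lacking PAFAH2 protein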
# PAFAH1B3 inh = PAFAH1B3 enzyme inhibitors, primary screen, biochemical, fluorescence polarization, human; Platelet-activating factor acetylhydrolase IB subunit alpha1 (Homo sapiens), Q15102; recombinant PAFAH1B3, FP-rhodamine probe; inhibition, % at 3.39 µM; actives 0.28% (n = 340,000); AID 492972, 2010;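 active means inhibition above the screen-wide average of all tested compounds plus 3 SD, cut at about 25% in these data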;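 further: 0% = enzyme with DMSO only and 100% = wells lacking PAFAH1B3 protein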
# pPAFAH inh = pPAFAH enzyme inhibitors, primary screen, biochemical, fluorescence polarization, human; actives 1.5% (n = 330,000); Platelet-activating factor acetylhydrolase (Homo sapiens), Q13093; inhibition, % at 3.39 µM; recombinant pPAFAH, FP-rhodamine probe fluorescence polarization;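 active means inhibition above the mean inhibition across the screen plus 3 SD, cut at about 25% in these data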;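 further: inhibitors block binding of the rhodamine activity-based probe so polarization drops; 0% = enzyme with DMSO and 100% = wells lacking pPAFAH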
# LYPLA1 inh = LYPLA1 inhibitors, primary screen, counter-screen for PME1 inhibitor project, biochemical, fluorescence polarization, FP-Rh probe ABPP; Acyl-protein thioesterase 1 (Homo sapiens), O75608; recombinant LYPLA1; inhibition, % at 5.9 µM; actives 0.16% (n = 320,000); AID 2174, 2009;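 active means inhibition above the mean of all tested compounds plus 3 SD, set per campaign, cut at about 14% in these data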;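 further: inhibitors block serine hydrolase probe labeling of LYPLA1 so polarization falls; 0% = enzyme with DMSO and 100% = wells lacking LYPLA1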
# Target sequence (O75608 whole entry, looked up): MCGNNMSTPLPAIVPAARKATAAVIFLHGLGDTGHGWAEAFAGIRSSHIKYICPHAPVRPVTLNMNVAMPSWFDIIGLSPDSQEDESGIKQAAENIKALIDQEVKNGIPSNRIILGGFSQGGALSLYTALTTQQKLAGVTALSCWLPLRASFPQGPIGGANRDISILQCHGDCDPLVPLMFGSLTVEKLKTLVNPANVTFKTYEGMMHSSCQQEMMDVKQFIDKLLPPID
# ZTA counter = blocks Epstein-Barr virus ZTA, an EBNA-1 counter-screen | P03206 | ZTA-DNA binding, fluorescence polarization | inhibition, % at 11 µM | actives 0.15% (n = 320,000); in the data active means inhibition above about 33%
# Target sequence (P03206 whole entry, looked up): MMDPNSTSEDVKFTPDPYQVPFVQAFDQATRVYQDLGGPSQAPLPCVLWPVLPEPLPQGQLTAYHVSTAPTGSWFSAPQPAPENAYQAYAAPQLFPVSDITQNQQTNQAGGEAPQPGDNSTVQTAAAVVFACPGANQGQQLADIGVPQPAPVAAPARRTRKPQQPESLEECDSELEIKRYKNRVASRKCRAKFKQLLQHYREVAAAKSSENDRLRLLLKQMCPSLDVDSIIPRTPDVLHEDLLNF
# EBNA-1 inhibitor = EBNA-1 DNA-binding inhibitors, primary screen, biochemical, fluorescence polarization. inhibition, % at 14.8 µM. actives 0.34% (n = 300,000). AID 1950, 2009; in the data active means inhibition above about 28%
# Numbers without * were called inactive; . = no result given. A portion of the library; the hit share may differ from the screen's.
Structure	LYPLA2 inh	PREPL inh	PAFAH1B2 inh	PAFAH2 FP inh	PAFAH1B3 inh	pPAFAH inh	LYPLA1 inh	ZTA counter	EBNA-1 inhibitor
CNc1c(NS(=O)(=O)c2ccc(Cl)cc2)c(=O)oc2ccccc12	-4	-7	-1	-6	2	-4	-3	-9	3
Cc1cnc(NS(=O)(=O)c2ccc(Cl)cc2)c(Br)c1	2	9	5	-4	11	1	2	-4	-1
Cn1c(=O)c(C(=O)COC(=O)c2cc(-c3ccco3)nc3ccccc23)c(N)n(Cc2ccccc2)c1=O	-48	-24	.	.	.	14	-22	11	15
Cc1ccc(C)c(-n2cc(CNCCCn3cccn3)c(-c3ccccc3)n2)c1	0	1	-1	-3	10	0	-2	-8	-15
O=C(NCc1ccc(Cl)c(Cl)c1)C1CCCC1	-4	-11	.	.	.	3	-2	-2	-1
CC1CC1c1ccc(/C=C(\C#N)C(=O)Nc2cccc(Cl)c2Cl)o1 (stereo unspecified)	0	5	1	-9	0	5	-1	-25	-2
CCCCOc1c(C(=O)Nc2ccccc2)nnn1-c1ccccc1	0	-1	-4	-5	9	-3	-3	-2	-12
COc1cc(NC(=O)c2ccc(COCC(F)(F)F)cc2)cc(OC)c1OC	-1	16	1	-4	8	0	-2	-1	-7
O=C(Nc1ccccc1C(=O)N1CCCC1)c1ccc(Cl)c([N+](=O)[O-])c1	-4	-4	10	-3	6	0	1	-5	7
COc1ccc2ccccc2c1/C=N/N1C(=O)CSC1=S	-4	8	3	10	0	17	-6	7	0
CCCN1CNC(=S)N(c2ccc(C)cc2C)C1	4	-1	2	9	3	-1	0	-7	1
CC1CCN(c2nc3ccccc3n2CC(=O)c2ccccc2)CC1	-2	-5	-2	-2	4	0	1	1	2
COCc1nn2c(N)c(-c3ccccc3)cnc2c1-c1ccccc1	6	-1	0	-1	6	2	2	9	3
COc1ccc(-c2cc3ccccc3oc2=O)cc1NC(=O)c1ccc([N+](=O)[O-])o1	-6	17	4	6	2	25*	-3	8	12
O=C(Nc1ccc(Br)cc1C(=O)O)c1ccc2c(c1)C(=O)N(Cc1ccccc1)C2=O	-7	13	9	5	11	10	-8	7	9
CS(=O)(=O)Nc1ccc(C(=O)Nc2ccc3ccccc3c2)cc1	-5	1	0	-8	6	6	1	-3	27
O=C(Nc1ccccn1)C(=O)N1CCCCC1	4	2	4	-1	4	2	4	-14	-7
Cc1ccc(Nc2ccc(C(=O)O)cc2[N+](=O)[O-])cc1	4	0	9	5	14	7	-3	12	12
Cc1cc(NC(=O)CN2CCC(n3nnc4cc(C(F)(F)F)ccc43)CC2)no1	4	5	-2	1	-6	1	3	13	-8
COCCCN(C(=O)c1cc(C)oc1C)c1c(N)n(CC(C)C)c(=O)[nH]c1=O	5	-1	4	-1	-1	1	-1	-1	.
CC(=O)Nc1ccc(S(=O)(=O)N2CCN(C)CC2)cc1	6	5	8	-6	0	-1	0	20	13
Cc1ccc(NC(=S)N(CCC(C)C)C(C)c2ccncc2)c(Cl)c1 (stereo unspecified)	-7	-11	4	3	6	1	-3	13	2
O=C(CCN1C(=O)/C(=C/c2ccccc2Cl)SC1=S)NCCCN1CCOCC1	-32	-36	1	1	7	-20	-12	-11	-8
CN=C(NC#N)SCC(=O)c1ccc(Cl)cc1Cl	-5	3	-3	-3	-4	8	-2	5	7
NS(=O)(=O)c1ccc(CCNC(=O)c2cncc(Br)c2)cc1	-1	-7	-3	6	6	6	-3	0	3
COC(=O)[C@H](C)NC(=O)NCc1ccccc1F	2	4	-2	6	10	1	1	26	-2
NC(=O)NC(=O)COC(=O)CCCSc1nc2ccccc2s1	5	6	7	2	5	5	1	7	-1
N#Cc1nc(N)nc(N(c2ccccc2)c2ccccc2)n1	3	-1	19	-5	5	6	-3	-4	32*
Cc1cc(-n2c(C)cc(C(=O)CN3C(=O)NC4(CCCC4)C3=O)c2C)no1	-2	12	-2	-2	11	5	-2	-4	-5
Cc1ccc(NC(=O)C(=O)NNC(=O)c2ccccc2C)cc1Cl	-8	-9	3	1	13	0	-4	5	7

# A section from further up, for reference:
Structure	LYPLA2 inh	PREPL inh	PAFAH1B2 inh	PAFAH2 FP inh	PAFAH1B3 inh	pPAFAH inh	LYPLA1 inh	ZTA counter	EBNA-1 inhibitor
Cc1ccc(Nc2ccc(C(=O)O)cc2[N+](=O)[O-])cc1	4	0	9	5	14	7	-3	12	12
Cc1cc(NC(=O)CN2CCC(n3nnc4cc(C(F)(F)F)ccc43)CC2)no1	4	5	-2	1	-6	1	3	13	-8

# Additional structures.
Structure	LYPLA2 inh	PREPL inh	PAFAH1B2 inh	PAFAH2 FP inh	PAFAH1B3 inh	pPAFAH inh	LYPLA1 inh	ZTA counter	EBNA-1 inhibitor
CNC(=O)Nc1ccc2nc(C)sc2c1	4	8	3	-1	-1	0	0	0	9
COc1ccc(CNC(=O)CN(Cc2ccc(OC)cc2)C(=O)c2csnn2)cc1	-2	13	5	3	-2	-2	-1	-8	-5
COc1ccc(CNC(=O)C2CCN(S(C)(=O)=O)CC2)cc1	-2	1	3	-4	4	5	-2	-3	4
C=CCOc1ccc(/C=C/C(=O)OCC(=O)NCC2CCCCC2)cc1	1	2	-1	68*	2	8	-2	-1	4
O=C1CC(N2CCN(c3ccccc3)CC2)C(=O)N1c1cccc(Cl)c1 (stereo unspecified)	-3	6	3	-1	6	0	0	-13	-6
COc1cc(NC(=O)Cn2c([N+](=O)[O-])cnc2C)c(OC)cc1Cl	0	19	1	-4	8	1	1	-11	-13
O=C1COc2ccc(C(=O)COC(=O)c3ccc(Cl)cc3[N+](=O)[O-])cc2N1	27*	18	4	4	3	8	3	-1	0
CN(C)S(=O)(=O)c1cc(NC(=O)[C@H](Cc2ccccc2)N2C(=O)c3ccccc3C2=O)ccc1Cl	-59	-9	-4	-39	-10	-4	-25	-1	0
Cc1ccc(C)c(N(CC(=O)NCCc2ccccc2)C(=O)CCC(=O)Nc2ccccn2)c1	4	-10	2	-14	0	8	3	-10	-13
Cc1cc(Cl)ccc1OCCCC(=O)N1CCN(C)CC1	6	43	5	3	4	3	-1	-28	0
COc1ccc(OC)c(CCNC(=O)c2ccccc2NC(=O)C2=C(C)OCCS2)c1	6	1	2	1	10	6	2	-13	-10
COc1ccccc1CN1C[C@@H]2C[C@@H](c3ccccc3C)N3CCC[C@@]23C1=O	4	5	-1	-9	-5	1	-1	-1	-12
CS(=O)(=O)NN1C(=O)c2ccccc2NC1c1cccc2cccnc12 (stereo unspecified)	0	7	0	-1	3	-2	-4	-2	-1
COc1cccc(NC(=O)c2ccc3c(O)c(S(=O)(=O)c4ccccc4)c(=O)[nH]c3c2)c1	-15	-14	0	7	9	-7	-8	7	-7
COc1ccc2c3c([nH]c2c1)[C@H]1C[C@H]2[C@H](C[C@@H](O)[C@H](OC)[C@H]2C(=O)O)CN1CC3	3	-4	-3	-75	4	2	-2	12	6
Cc1nnc(N/N=C/c2cc([N+](=O)[O-])c(N3CCC(C)CC3)cc2N2CCC(C)CC2)n1N	16	23	6	4	6	9	-1	-18	-10
CC(=O)N1CCN(C(=O)c2cccc(S(=O)(=O)NCc3ccccc3)c2)CC1	-9	12	3	12	-5	0	1	-12	-1
O=C(Nc1ccc(S(=O)(=O)NCc2ccccc2)cc1)Nc1ccc2c(c1)OCO2	-9	4	1	-8	-4	5	-6	19	0
CCOc1ccc(NC(=O)C2CC3CCC2C3)cc1 (stereo unspecified)	-4	16	.	.	.	7	3	1	-10
Fc1ccc(NC(=S)Nc2cccc3ccccc23)cc1	-3	13	5	11	8	7	-2	7	0
c1cc(-c2ccncc2)ccn1	1	10	5	-5	0	-4	-2	4	-3
Cc1csc(SC(C)C(=O)Nc2ccc3c(c2)OCCO3)n1 (stereo unspecified)	5	8	1	-4	-2	1	0	14	10
O=S(=O)(c1ccccc1)N1CCC(c2ccccc2)CC1	-6	-44	7	0	3	2	-1	-6	-9
COc1ccc(C2=NN(C(C#N)c3ccc(OC)cc3)C(c3ccccc3)C2)cc1 (stereo unspecified)	-8	7	-4	9	3	7	-5	35*	5
OCC1(CCc2ccccc2)CCCN(C/C=C/c2ccccc2)C1 (stereo unspecified)	-1	-52	2	3	-1	2	-1	-8	-11
COc1ccc(CN2C(CC(=O)Nc3cccnc3)c3ccc(C(F)(F)F)cc3S2(=O)=O)cc1 (stereo unspecified)	.	.	1	-4	6	6	.	.	.
COc1ccc(C(=O)N/N=C(\C)c2ccc(NC(=O)Cc3ccccc3)cc2)c(OC)c1	1	-5	-3	-9	-5	2	-3	-13	3
COc1ccccc1OCC(=O)N1CCN(C(=O)COc2ccccc2OC)CC1	2	16	6	-5	2	7	1	2	-1
CCOC(=O)CSc1nnc(CNc2nc(-c3ccccc3)cs2)n1C	-4	5	2	1	-2	7	-3	7	6
CCCCCNC(=O)CN(c1ccc2c(c1)OCO2)S(C)(=O)=O	-3	8	0	-9	4	3	-1	19	7
CC(C)(C)c1ccc(/C=C/C(=O)NC2CCS(=O)(=O)C2)cc1 (stereo unspecified)	9	1	10	-7	11	3	3	-3	-7
CCC1CCCCN1C(=O)CSc1nnc2nc(C)cc(C)n12 (stereo unspecified)	5	12	5	-1	9	6	2	5	.
O=C(C[n+]1cc(-c2ccc(F)cc2)n2c1CCC2)Nc1nc(-c2ccccc2)cs1	0	-16	3	-2	8	4	-2	-24	-5
COc1ccc(-c2cnc3ccccc3n2)cc1NC(=O)CNC(=O)c1ccccc1	-13	6	-3	-2	3	2	-5	12	11
Cc1onc(-c2c(Cl)cccc2Cl)c1C(O)c1ccc(F)cc1 (stereo unspecified)	2	1	11	3	6	3	-1	0	-7
Nc1ccccc1C(=O)NNC(=O)C(=O)/C=C(\O)c1ccccc1	-4	11	.	.	.	11	-4	-16	-8
CC(=O)c1cccc(NC(=O)CNC(=O)c2cc3ccccc3o2)c1	-4	6	3	1	2	4	1	18	3
COc1ccc(Cn2c(-c3ccc(OC)cc3)nc3ccccc32)cc1	-6	-11	2	4	6	8	-1	-1	10
O=C(N/N=C/c1ccc(OC2CSC2)cc1)c1ccc(CN2CCOCC2)cc1	3	3	-2	-1	-1	2	-3	-9	-6
O=C(C1CCN(S(=O)(=O)c2cccnc2)CC1)N1CCN(c2cccc(Cl)c2)CC1	16	17	4	-6	2	3	4	-12	-5
Cc1c2n(c3ccccc13)CCC2=O	4	9	0	3	1	-3	-4	0	-11
Cc1ccc2cc(CCNC(=O)c3ccc(S(=O)(=O)N4CCCCC4)cc3)c(=O)[nH]c2c1	-1	-8	3	4	8	-11	-5	-12	-4
NC(=S)c1ncc(C(F)(F)F)cc1Cl	3	2	3	-3	3	-1	0	1	8
O=C(Nc1cccc(Cl)c1N1CCCC1)c1cccc(-c2cc3ccccc3oc2=O)c1	-5	1	-2	-18	-7	11	-4	6	2
O=S(=O)(NCC(c1cccnc1)N1CCN(Cc2ccccc2)CC1)c1ccccc1 (stereo unspecified)	1	19	2	1	-2	5	1	3	8
